Screens deposited in PubChem BioAssay by several laboratories.
PG9 Ab binder: binds the HIV-1 gp120 antibody PG9; TR-FRET gp120-PG9 antibody binding; inhibition, % at 6.7 µM; 0.43% of 360,000 active; AID 624416; in the data active means inhibition above about 8.5%
ssDAF12 agonist: S. stercoralis DAF-12 activation, primary screen; HEK293 ssDAF-12/GRIP1 lit1-tk-luc reporter, luminescence; % of 3 µM dafachronic acid response; activation, % at 6.8 µM; 1% of 370,000 active;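 active means activation above the mean over all tested compounds plus 3 SD, cut at about 0.9% in these data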;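 further: 0% = DMSO-only wells and 100% = 3 µM delta7-dafachronic acid wells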
hgDAF-12 ag: agonists of H. glycines DAF-12 nuclear receptor | activation, % at 6.8 µM | HEK293 GAL4-hgDAF12 UAS-luciferase reporter, agonist luminescence; normalized to butyrate control | AID 687014 | 1.8% of 370,000 active;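 active means activation above a cutoff set at the mean of all screened compounds plus 3 SD, cut at about 10% in these data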;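 further: 0% = DMSO wells and 100% = sodium butyrate wells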
ADAM17 inh: inhibitors of human ADAM17; P78536; recombinant ADAM17, EDANS/DABCYL FRET peptide cleavage; inhibition, % at 6.95 µM; 0.83% of 370,000 active;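 active means inhibition above the mean of compounds lying between control limits plus 3 SD, set per campaign, cut at about 8.5% in these data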;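 further: 0% = DMSO-only wells as the low control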
FXN GAA850 act: frataxin GAA850 promoter activation; 0.56% of 360,000 active; activation, % at 6 µM; HEK293 lucGAA850 FXN promoter luciferase reporter, 24 h; percent of 10 µM SAHA response;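 active means activation above the average of all compounds screened plus 3 SD, cutoff fixed separately per campaign, cut at about 7.5% in these data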;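 further: 0% = DMSO wells and 100% = 10 µM SAHA wells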
ADAM10 inh: inhibits human ADAM10; recombinant ADAM10, EDANS/DABCYL FRET peptide cleavage, 3 h; O14672; 0.62% of 370,000 active; inhibition, % at 7 µM;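 active means inhibition above a per-campaign cutoff equal to the mean of compounds falling between control-based bounds plus 3 SD, cut at about 20% in these data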;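 further: 0% = DMSO wells while the 100% control is not disclosed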
SMARCA2 activ: activators of SMARCA2 function. activation, % at 9.1 µM. MG213 cells, MMTV-luciferase reporter, dexamethasone, overnight. AID 652017. 1% of 370,000 active; in the data active means activation above about 7.8%;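 further: 0% = vehicle wells and 100% = reference activator wells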
DAX1 inh-1: inhibits human nuclear receptor DAX1. HEK293 Gal4-DAX1 luciferase reporter, luminescence. AID 504766. 0.99% of 340,000 active. P51843. inhibition, % at 6.75 µM;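 active means inhibition above the mean over all tested compounds plus 3 SD, cut at about 4.2% in these data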;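 further: 0% = DAX1-transfected cells with DMSO and 100% = empty-vector control cells with DMSO; inhibition shows as a rise in luminescence from relieved DAX1 repression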
DAX1 inh-2: blocks DAX1 repression of SF-1 activated StAR promoter; HEK293T StAR-luciferase reporter, SF-1/DAX-1 repression relief; AID 652010; inhibition, % at 6.8 µM; 1.1% of 370,000 active;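 active means inhibition above the mean over all tested compounds plus 3 SD, cut at about 3.6% in these data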;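 further: 0% = DAX-1 cells with DMSO and 100% = cells lacking DAX-1 with DMSO; higher inhibition means more luminescence from relief of DAX-1 repression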
NPR1 activator: GC-A (human) enzyme activation. HEK293 GC-A cells, cGMP TR-FRET, EC30 ANP; 0% at EC30 ANP, 100% saturating ANP. P16066. 0.14% of 370,000 active. activation, % at 10 µM; in the data active means activation above about 40%
Target sequence (P16066 whole entry, looked up): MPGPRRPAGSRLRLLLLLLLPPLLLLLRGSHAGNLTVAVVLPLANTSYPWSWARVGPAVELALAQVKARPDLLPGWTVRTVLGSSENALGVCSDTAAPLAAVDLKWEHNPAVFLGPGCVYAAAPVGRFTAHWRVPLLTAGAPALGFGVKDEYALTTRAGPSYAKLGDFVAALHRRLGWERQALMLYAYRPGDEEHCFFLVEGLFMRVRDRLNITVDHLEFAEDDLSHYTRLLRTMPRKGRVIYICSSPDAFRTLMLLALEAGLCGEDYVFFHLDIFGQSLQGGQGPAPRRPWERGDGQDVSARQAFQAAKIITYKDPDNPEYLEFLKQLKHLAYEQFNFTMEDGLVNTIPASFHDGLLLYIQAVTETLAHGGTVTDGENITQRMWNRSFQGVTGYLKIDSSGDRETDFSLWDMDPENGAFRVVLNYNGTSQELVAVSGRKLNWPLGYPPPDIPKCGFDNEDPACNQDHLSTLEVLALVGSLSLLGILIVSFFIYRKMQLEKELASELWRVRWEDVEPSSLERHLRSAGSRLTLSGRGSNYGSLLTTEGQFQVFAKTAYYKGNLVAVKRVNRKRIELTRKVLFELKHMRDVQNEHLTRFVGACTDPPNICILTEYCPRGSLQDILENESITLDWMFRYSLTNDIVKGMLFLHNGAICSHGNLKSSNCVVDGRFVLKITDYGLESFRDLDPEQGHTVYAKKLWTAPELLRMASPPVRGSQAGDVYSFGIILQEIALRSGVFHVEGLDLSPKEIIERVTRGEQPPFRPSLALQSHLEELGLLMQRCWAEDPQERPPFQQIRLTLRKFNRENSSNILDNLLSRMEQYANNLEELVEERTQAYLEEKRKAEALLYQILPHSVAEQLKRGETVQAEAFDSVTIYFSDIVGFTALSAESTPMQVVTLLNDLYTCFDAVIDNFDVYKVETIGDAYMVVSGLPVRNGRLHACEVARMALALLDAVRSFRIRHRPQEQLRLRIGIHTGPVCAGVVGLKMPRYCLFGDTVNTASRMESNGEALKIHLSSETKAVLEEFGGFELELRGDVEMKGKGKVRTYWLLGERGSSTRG
hcDAF-12 act: activators of H. contortus DAF-12 nuclear receptor; HEK293 hcDAF-12 lit1-tk-luc reporter, luminescence; 0% DMSO, 100% Δ7-dafachronic acid; activation, % at 6.8 µM; 1.4% of 370,000 active; AID 652067;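 active means activation above the mean of all tested compounds plus 3 SD, cut at about 5.5% in these data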;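 further: 100% = response to 3 µM Δ7-dafachronic acid high control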
Numbers without * were called inactive; . = no result given.

SMILES	PG9 Ab binder	ssDAF12 agonist	hgDAF-12 ag	ADAM17 inh	FXN GAA850 act	ADAM10 inh	SMARCA2 activ	DAX1 inh-1	DAX1 inh-2	NPR1 activator	hcDAF-12 act
N#Cc1ccc(OCC(=O)Nc2cc(S(=O)(=O)N3CCCCC3)ccc2N2CCCCC2)cc1	-0.7	-1.1	0.9	6	1.4	9	-2	-0.4	-0.4	-6	1.9
COc1ccc2nc(Nc3ccc4c(c3)OCO4)sc2c1	-2.9	-0.5	9.1	9.8*	2.0	17	4	1.5	2.3	4	1.2
CC1(C(=O)NS(=O)(=O)c2ccc(C#N)cc2)CCN1C(=O)CCc1ccc(Cl)cc1Cl (stereo not given)	-0.4	-1.4	-1.9	-2	-2.2	-5	-2	.	0.8	1	-2.0
O=C(COC(=O)CC1CCCC1)Nc1ccccc1[N+](=O)[O-]	-1.1	0.2	0.0	-3	-0.6	-6	0	2.5	1.4	1	2.8
CSc1cccc(NC(=O)C2CC(=O)N(Cc3ccccc3)C2)c1 (stereo not given)	-1.5	-0.9	0.6	-1	2.2	3	-2	-0.1	-0.6	-4	-2.9
O=C(Nc1ccc(Oc2ccccc2)nc1)C1CCCCN1Cc1ccc(OCCO)cc1 (stereo not given)	-1.2	-1.7	-0.7	2	-0.1	-6	5	0.2	0.1	2	-1.4
Fc1ccc(-c2csc3ncnc(N4CCN(Cc5ccccc5)CC4)c23)cc1	1.7	-1.1	-2.0	3	2.3	1	1	0.7	-0.8	-9	-1.9
CC(Oc1ccccc1Cl)C(=O)N1CCOCC1 (stereo not given)	-0.7	-1.1	-0.1	1	-0.8	-10	-1	2.2	-0.1	4	-2.2
CC(C)C(=O)N1c2ccccc2NC2=C(C(=O)CCC2)C1c1ccc(N(C)C)cc1 (stereo not given)	-0.7	-0.8	2.7	2	-0.7	3	1	4.3*	0.2	1	-1.3
Cc1c(NC(=S)Nc2ccccc2)c(=O)n(-c2ccccc2)n1C	0.5	-0.8	-1.4	2	1.6	5	2	0.6	-0.3	-4	-2.3
CCC1CCCCN1CCCNC(=O)c1ccc(CS(=O)(=O)c2ccc(Br)cc2)o1 (stereo not given)	-0.2	-1.2	-2.2	-4	-2.9	-4	1	0.1	0.3	2	-0.3
CCc1cc(C(=O)N=Nc2c(O)[nH]c3c(Br)cc(Br)cc23)c2ccccc2n1	-0.6	-0.8	1.4	-3	-0.9	-6	-2	0.4	0.5	3	1.6
CCN1CCN(C(c2ccc(F)cc2)c2nnnn2Cc2ccc3c(c2)OCO3)CC1 (stereo not given)	1.4	-0.9	-0.1	-3	-1.0	-9	-2	2.1	0.5	-1	-0.9
O=[N+]([O-])c1ccc2ncnc(Nc3ccc4c(c3)OCCO4)c2c1	0.8	-1.9	6.0	6	-4.0	11	-6	-1.4	0.0	8	-0.6
COc1ccc(NC(=O)CN(C)C(=O)Cc2ccc(-c3ccccc3)cc2)cc1	-0.6	-1.1	-1.6	-2	0.4	-1	-1	-0.2	-2.6	12	0.1
O=C(N/N=C/c1ccc(Br)s1)c1cccc([N+](=O)[O-])c1	-0.6	-1.4	-1.7	-1	-0.3	-2	0	-0.3	-0.4	-1	-2.7
Cc1ccc(C(NC(=O)N2CCN(C)CC2)C(Cl)Cl)cc1F (stereo not given)	-2.8	-1.0	-2.8	-1	-0.9	1	-2	0.5	-0.6	1	-0.5
Cc1nn(C)c(C)c1CNC(=O)Nc1cccc(Cl)c1	-0.8	-0.1	11*	-6	4.4	2	7	2.0	4.0*	1	1.7
Fc1ccc(NC(=S)Nc2cccc3cnccc23)cc1	-3.4	-0.7	-6.5	-6	0.6	-11	-3	-0.8	-1.5	2	2.6
CC(=O)NCCCc1nc2ccccc2n1Cc1cc(C)ccc1C	2.5	-1.9	-2.0	0	0.7	-3	1	-1.2	-0.3	0	0.6

Arranged by heavy-atom count (falling): part of the list above.
SMILES	PG9 Ab binder	ssDAF12 agonist	hgDAF-12 ag	ADAM17 inh	FXN GAA850 act	ADAM10 inh	SMARCA2 activ	DAX1 inh-1	DAX1 inh-2	NPR1 activator	hcDAF-12 act
CC1(C(=O)NS(=O)(=O)c2ccc(C#N)cc2)CCN1C(=O)CCc1ccc(Cl)cc1Cl (stereo not given)	-0.4	-1.4	-1.9	-2	-2.2	-5	-2	.	0.8	1	-2.0
CC(C)C(=O)N1c2ccccc2NC2=C(C(=O)CCC2)C1c1ccc(N(C)C)cc1 (stereo not given)	-0.7	-0.8	2.7	2	-0.7	3	1	4.3*	0.2	1	-1.3
Cc1nn(C)c(C)c1CNC(=O)Nc1cccc(Cl)c1	-0.8	-0.1	11*	-6	4.4	2	7	2.0	4.0*	1	1.7

Next section:
SMILES	PG9 Ab binder	ssDAF12 agonist	hgDAF-12 ag	ADAM17 inh	FXN GAA850 act	ADAM10 inh	SMARCA2 activ	DAX1 inh-1	DAX1 inh-2	NPR1 activator	hcDAF-12 act
COc1ccccc1CNC(=O)CN1CCC(n2cnc3cc(F)ccc32)CC1	-1.2	-0.7	1.9	-1	0.8	0	1	1.1	0.4	-5	-0.5
Cc1ccsc1CN(C)CC(=O)Nc1ccccc1C(=O)NC1CC1	-0.6	-1.1	-3.4	-6	0.6	-9	1	2.5	0.6	-2	0.2
O=C(CN1CCSC1=NCc1ccccc1)c1ccc(Cl)cc1	-1.6	-1.4	2.9	-4	1.2	-8	-4	-0.2	-0.1	-11	-3.3
COc1cccc(-c2nnc(-c3ccccc3[N+](=O)[O-])o2)c1	-1.6	-0.1	5.3	-5	2.8	-4	6	.	1.2	-7	2.7
CC1CCN(C(=O)CSc2nnc(N)s2)CC1	-1.3	-0.5	1.4	0	1.0	-7	2	0.1	0.0	2	0.0
O=C(Nc1ccccc1C(=O)OCC(=O)N1CCc2ccccc2C1)c1ccco1	0.0	-1.3	-1.1	-5	-0.9	-18	0	0.2	0.0	-3	-1.0
C=CCc1cccc(/C=N/NC(=O)CCC(=O)Nc2ccc(C)cc2)c1O	1.3	-0.1	-4.0	-3	-3.4	-5	-2	-0.2	-1.1	3	-0.8
Cc1ccc2nc(-c3ccco3)c(Cc3ccccc3C(F)(F)F)n2c1	0.4	-1.2	-4.7	-33	.	-111	-2	.	-2.9	17	-1.3
COc1ccc(OCCC(=O)Nc2ccccc2)cc1	0.1	-1.1	0.8	1	0.0	6	1	1.5	-0.1	-1	-0.5
O=C(Cn1cnc([N+](=O)[O-])n1)N/N=C/c1cccc(Cl)c1	-1.3	-1.0	-1.6	2	0.7	-5	0	-0.1	0.0	3	1.3
CC(=O)N1CCN(c2nc3ccc(Br)cc3s2)CC1	0.6	-1.0	6.3	-3	5.0	4	4	0.1	0.2	8	-1.6
O=C(Cc1ccccc1)c1ccc(O)cc1	-0.5	-0.6	7.1	-4	4.2	-4	2	1.0	1.6	4	0.9
CCC(=O)N1CCc2cc(Br)cc(S(=O)(=O)CCC(=O)NCCc3ccccc3)c21	-1.8	-1.6	-0.1	1	-1.1	4	-2	2.5	-0.5	-8	-0.9
CCOC(=O)C1CCN(c2cc3c(cc2NC(=O)c2cc(OC)ccc2Br)n(C)c(=O)n3C)CC1	-1.1	-1.5	-0.4	-19	-1.3	-70	-4	0.5	-1.9	6	0.9
NC(=O)c1cc(-c2csc(NCCc3ccccc3)n2)ccc1O	-0.5	-0.8	-0.2	0	5.2	-8	1	-0.5	-0.2	-2	-0.9
O=S(=O)(Nc1cccc(-c2ccc3nncn3n2)c1)c1cc(F)ccc1F	0.8	-1.2	-0.8	-5	1.3	-4	-3	2.9	1.1	-1	-1.9
Cc1nc2c(-c3ccccc3)c(C)nn2c(C)c1CCC(=O)NC(C)CCc1ccco1 (stereo not given)	-0.5	-2.0	-4.5	6	-0.7	9	-1	-0.1	-0.6	-7	-3.1
Cc1cc(C)c(S(=O)(=O)N2CCCC(C(=O)NC3CC3)C2)c(C)c1 (stereo not given)	-2.0	0.1	-1.6	-6	-1.2	-1	2	-0.1	0.9	0	-2.4
CC(C)C[C@H]1CN(CCCC[C@H]2CNC(=O)C(=O)N2CCc2ccccc2)C(=O)C(=O)N1Cc1ccccc1	-0.5	-1.5	3.2	-2	.	0	-3	.	0.5	1	-1.1
CC(NC(=O)COc1cccnc1[N+](=O)[O-])c1ccc(Cl)cc1 (stereo not given)	-0.5	-1.2	-1.5	0	0.6	0	0	2.0	-0.1	-9	-1.7
Cc1ccc2nc(-c3ccccc3)c(-c3ccccc3)nc2c1	0.1	-1.2	-2.6	-28	3.4	-97	4	-0.2	-0.6	-12	-2.1
CCCCn1nnnc1SCC(=O)c1ccc(C)c(C)c1	-0.6	-1.1	4.3	1	2.9	0	5	1.0	0.2	2	-1.4
C[C@@H]1CCCCO[C@@H](CN(C)Cc2ccncc2)[C@@H](C)CN([C@H](C)CO)C(=O)c2cc(NC(=O)c3ccccc3)ccc2O1	1.7	-1.3	-1.1	-1	-0.2	1	2	4.8*	-0.2	-2	-1.5
CCOC(=O)c1cccnc1SCc1cc(=O)n2ccccc2n1	-1.0	2.1*	3.4	-11	4.3	-29	0	-0.2	1.7	7	4.0
O=C(c1ccc([N+](=O)[O-])cc1)N(Cc1ccc(Br)cc1)N1C(=O)CCCC1=O	-3.9	-1.4	1.4	-1	6.6	5	6	-0.9	0.7	-1	-1.2
COc1cccc(NC(=O)C(=O)NCC2CCCN2S(=O)(=O)c2ccccc2)c1 (stereo not given)	-0.8	-1.1	6.1	-2	4.3	-1	7	-1.1	1.4	0	1.1
CC[C@@]12C(=O)N(c3cccc(Cl)c3)C(=O)N1[C@H](c1cccc(C)c1)[C@@H]1C(=O)N(Cc3ccccc3)C(=O)[C@@H]12	-0.5	-1.1	-1.3	4	-1.7	7	0	-0.5	0.0	-19	-0.9
CSc1nc2ccc(NC(=O)C3CC(=O)N(Cc4ccco4)C3)cc2s1 (stereo not given)	-0.6	-1.1	1.8	-3	-1.4	1	-1	1.5	-0.4	-4	-1.0
CN(C)N1C(N)=C(C#N)C(c2ccc3c(c2)OCO3)C2=C1CC(C)(C)CC2=O (stereo not given)	0.8	-1.1	-3.5	1	0.2	-2	-2	0.1	-0.1	10	-0.7
CCS(=O)(=O)c1ccc2oc(SCC(=O)c3c(N)n(C4CC4)c(=O)[nH]c3=O)nc2c1	-0.8	-1.7	-2.8	-2	0.2	-23	-3	0.2	-1.2	0	-2.2
O=C(Nc1cc(Cl)ccc1N1CCOCC1)C1CC1	0.4	-1.1	-0.3	3	0.8	-3	-4	-0.1	-0.8	-4	-0.3
COc1ccc(-n2c(SCC(=O)NNC(=S)Nc3ccccc3)nc3ccccc3c2=O)cc1	.	-1.4	0.1	12*	.	26*	-3	.	-1.8	-1	-0.5
CC(C)(C)CNC(=O)c1cc2c(Br)ccc(Br)c2nc1N	10.0*	-0.8	2.5	-7	.	-26	2	.	-0.7	9	-1.2
Cc1ccccc1C(=O)N1CCC(C(=O)OCc2ccccc2Cl)CC1	0.4	-1.1	2.4	-3	-1.3	-4	-2	0.8	0.4	0	-2.3
COc1ccc(C(C)NC(=O)c2cccc([N+](=O)[O-])c2)cc1OC (stereo not given)	-1.1	-1.4	1.9	0	-0.6	0	-1	-0.9	-0.4	6	-1.4
CCCCNC(=O)C1(C)CCN1C(=O)c1cc(-c2ccccc2)cs1 (stereo not given)	-1.7	-1.3	5.8	-2	1.4	-2	-3	.	-2.2	-2	-1.5

Not a hit list, and some 6.8% of all compounds hit somewhere here.
